TDP1 cell noCPT = qHTS for Inhibitors of human tyrosyl-DNA phosphodiesterase 1 (TDP1): qHTS in cells in absence of CPT; DT40 Tdp1-/- hTDP1 cells, no CPT, ATP luminescence, 48 h; Potency, µM (series often up to 46.2 µM), inactives show at the top dose activity change, negative = growth inhibition, hits mostly inhibitors; hit rate 15% among 420,000; AID 686978, 2013; further: nearly all actives have a fitted effect of over 55% in size
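Luminescent ATP content (CellTiter-Glo) served as the growth readout. Knockout chicken DT40 cells expressing human TDP1 were exposed to compounds without camptothecin for a minimum 48 hr at 37 °C.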
DT40 TDP1 CPT = qHTS for Inhibitors of human tyrosyl-DNA phosphodiesterase 1 (TDP1): qHTS in cells in presence of CPT | chicken DT40 Tdp1-/-;hTDP1 cells + 20 nM CPT, ATP luminescence, 48 h | Potency, µM (doses to about 46.2 µM), for inactives: top-dose activity change, negative = growth inhibition, most hits filed as inhibitors | hit rate 12% among 420,000 | AID 686979, 2013; further: nearly all actives have a fitted effect of over 55% in size
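Cell growth measured by CellTiter-Glo luminescence after a minimum 48 h, 37 C compound exposure with 20 nM CPT in Tdp1-knockout DT40 cells stably expressing hTDP1, seeded 400/well; qHTS titration format.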
TDP1 block = qHTS Assay for Inhibitors of Tyrosyl-DNA Phosphodiesterase (TDP1); Tyrosyl-DNA phosphodiesterase 1 (Homo sapiens), Q9NUW8; recombinant TDP1, AlphaScreen DNA substrate cleavage; Potency, µM (series often up to 130 µM), without a hit: top-dose activity change, negative = inhibition, usual class: inhibitors; hit rate 0.28% among 350,000; AID 485290, 2010; further: nearly all actives have a fitted effect of over 40% in size
Target sequence (Q9NUW8 whole entry, looked up): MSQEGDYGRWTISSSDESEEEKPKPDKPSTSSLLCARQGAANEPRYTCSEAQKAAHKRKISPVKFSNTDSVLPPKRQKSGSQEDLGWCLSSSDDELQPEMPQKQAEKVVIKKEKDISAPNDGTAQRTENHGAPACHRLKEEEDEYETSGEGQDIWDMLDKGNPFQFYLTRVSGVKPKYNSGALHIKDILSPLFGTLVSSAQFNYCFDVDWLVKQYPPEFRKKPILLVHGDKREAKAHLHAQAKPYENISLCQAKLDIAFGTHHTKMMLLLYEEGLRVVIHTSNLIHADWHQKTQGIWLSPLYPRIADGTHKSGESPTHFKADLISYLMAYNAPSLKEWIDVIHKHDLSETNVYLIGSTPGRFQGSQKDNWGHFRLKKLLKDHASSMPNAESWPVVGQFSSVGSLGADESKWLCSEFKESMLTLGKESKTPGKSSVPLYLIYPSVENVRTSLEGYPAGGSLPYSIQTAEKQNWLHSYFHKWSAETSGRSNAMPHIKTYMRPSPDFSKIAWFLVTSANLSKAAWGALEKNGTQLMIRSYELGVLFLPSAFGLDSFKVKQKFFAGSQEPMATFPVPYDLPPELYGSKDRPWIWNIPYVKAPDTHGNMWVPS
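Here, a 5' biotin and 3' phosphotyrosine-FITC DNA oligonucleotide reports Tdp1 activity: intact substrate bridges AlphaScreen beads, while cleavage leaves a 3' phosphate and drops signal. All incubations at room temperature.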
The depositor's hits bear a star; ? = inconclusive; nt = not tested or not shown; & = joins results of further samples; [ ] = another dose, or the depositor's remark. The call rests on the fitted dose curve; in most records, active means well fitted curve in the direction sought with a large enough effect; inconclusive means small, poorly fitted or top-dose-only effect, or another doubt; inactive means no such curve, though single readings can be large; an effect the other way counts as inactive or inconclusive. On the % scale 0 is the no-effect control and ±100 the full control effect; potency means the concentration at half of the fitted maximal effect. This is a subset, so the mix of outcomes need not match the whole.

#1 O=[N+]([O-])/C(Cl)=C1\NCCN1Cc1ccc(Cl)nc1
#2 CCOC(=O)[C@]12Cc3ccccc3[C@H]1N(C)C(=O)c1cc(OC)ccc12
#3 OC1/C(=C/c2ccccc2C(F)(F)F)N2CCC1CC2 (stereo unspecified)
#4 CC(C)N(CCC(C(N)=O)(c1ccccc1)c1ccccn1)C(C)C (stereo unspecified)
#5 COc1ccc2c(c1)C13CCCC[C@@H]1C(C2)N(C)CC3 (stereo partly specified)
#6 CN1C(=O)/C(=C/c2ccc(N3CCCCCC3)o2)C(=O)NC1=S
#7 CC(C)[C@H]1C(=O)O[C@H](C(C)C)C(=O)N(C)[C@@H](C(C)C)C(=O)O[C@H](C(C)C)C(=O)N(C)[C@@H](C(C)C)C(=O)O[C@H](C(C)C)C(=O)N1C
#8 COC(=O)C1=C(c2ccc(F)cc2F)C[C@@H]2CC[C@H]1N2C(=O)NCc1ccc2c(c1)OCO2

Compound | 1 | 2 | 3 | 4 | 5 | 6 | 7 | 8
TDP1 cell noCPT | 21% | 15µM* | 13% | -19%&5%&0%&8% | -16%&-25% | -24% | 4.1µM* | ?
DT40 TDP1 CPT | -4% | 23µM* | 16% | -1%&3%&8%&0% | -5%&12% | -26% | 3.3µM* | ?
TDP1 block | -1% | nt | 0% | 0% | 4%[21 µM] | -8% | 4% | 0%

#9 CCN(CC)C(=O)c1ccc(NC(=O)Nc2ccccc2F)cc1
#10 Cc1cc(OCC(=O)N2CCC(C(=O)O)CC2)c2c3c(c(=O)oc2c1)CCCC3
#11 O=c1[nH]c(=O)n(Cc2ccco2)c(O)c1C=NCc1ccco1
#12 COc1ccc(-c2cc(=Nc3ccccc3)c3cc(C)ccc3o2)cc1
#13 CC(=O)OC1CN2CCC1CC2 (stereo unspecified)
#14 Cc1ccc(-c2nc3ccccc3c(=O)n2-c2ccc(Br)cn2)cc1
#15 Nc1ccc(Cl)c(Cl)c1
#16 COc1cc(NC(=O)c2ccco2)ccc1NC(=O)c1ccccc1Cl

Compound | 9 | 10 | 11 | 12 | 13 | 14 | 15 | 16
TDP1 cell noCPT | 9.2µM* | -6% | -12% | ? | -6% | -24% | -13% | ?
DT40 TDP1 CPT | 4.6µM* | -6% | -7% | ? | 0% | ? | 6% | 4%
TDP1 block | 2% | nt | -4% | 0% | 6% | 1% | 6% | 2%

#17 CCCCn1c(O)c(C(CC)=NCCN2CCCCC2)c(=O)[nH]c1=O
#18 O=c1oc2ccccc2c(O)c1C(c1ccc([N+](=O)[O-])cc1)c1c(O)c2ccccc2oc1=O
#19 N=C1c2ccccc2CN1NC(=O)c1ccccc1
#20 O=C(N/N=C/c1c(O)n(Cc2ccco2)c(=O)[nH]c1=O)c1ccccc1O
#21 CN1CCCN(C(=O)COc2cccc(C(F)(F)F)c2)CC1
#22 CCOP(=O)(OCC)C(Cc1ccccc1)N=C(c1ccccc1)c1ccccc1 (stereo unspecified)
#23 O=c1c2ccccc2nc(/C=C/c2ccccc2F)n1-c1cccc(O)c1
#24 CC1(C)S[C@@H]2[C@H](N)C(=O)N2[C@H]1C(=O)O

Compound | 17 | 18 | 19 | 20 | 21 | 22 | 23 | 24
TDP1 cell noCPT | -11% | -5% | -6% | -1% | 19% | 15µM* | ? | -5%[9.04 µM]
DT40 TDP1 CPT | -7% | ? | 1% | 4% | -4% | 16µM* | ? | -8%[9.04 µM]
TDP1 block | 8% | 7% | 5% | 6% | 1% | nt | 0%[2.28 µM] | nt

#25 CC1CCN(CC(=O)c2ccccc2Cl)CC1
#26 Cc1cc(/C=C2\C(=O)NC(=O)N(c3ccc(Cl)cc3)C2=O)c(C)n1-c1cccc(C(=O)O)c1
#27 O=C(OCC(=O)c1ccc([N+](=O)[O-])cc1)/C(=C/c1ccc(Cl)cc1)NC(=O)c1ccccc1
#28 COc1ccc(NC(=O)c2ccccc2SCc2ccccc2)cc1
#29 c1ccc2c[n+](CCCCCCCCCC[n+]3ccc4ccccc4c3)ccc2c1
#30 O=c1c2ccccc2nc(-c2ccc(Cl)cc2Cl)n1-c1ccncc1
#31 NNP(=O)(CC(=O)c1ccccc1)c1ccccc1 (stereo unspecified)
#32 COc1ccc2c(c1)C1(C)CCN(C)CC(C1)C2O (stereo unspecified)

Compound | 25 | 26 | 27 | 28 | 29 | 30 | 31 | 32
TDP1 cell noCPT | ? | 15% | 23µM* | 4.6µM* | 8.3µM* | -23% | 15% | ?
DT40 TDP1 CPT | -19% | 6% | 16µM* | 5.2µM* | 10µM* | ? | 10% | -23%
TDP1 block | 3% | nt | 5% | nt | nt | 7% | 4% | nt

#33 CCOC(=O)C1=C(N)OC2=C(C(=O)CCC2)C12C(=O)N(CC(N)=O)c1ccccc12 (stereo unspecified)
#34 C[C@H]1CN([C@@H](C)CO)C(=O)CCCn2nncc2CO[C@H]1CN(C)C(=O)Oc1cccc2ccccc12
#35 COc1ccccc1N1CCNCC1
#36 COc1cccc(N2C(=O)NC(=O)C3(Cc4cc(C)ccc4N(C)C3)C2=O)c1 (stereo unspecified)
#37 NCCc1c[nH]c2ccc(OCc3ccccc3)cc12
#38 CC(C)[C@H](CO)Nc1nc(Nc2cccc(Cl)c2)c2ncn(C(C)C)c2n1
#39 O=C(CN1CCCC1)c1ccccc1
#40 COc1ccc(Cc2nccc3cc(OC)c(OC)cc23)cc1OC

Compound | 33 | 34 | 35 | 36 | 37 | 38 | 39 | 40
TDP1 cell noCPT | -15% | ? | -5%&1%&1% | ? | -29% | 9.4µM* | ? | 5.8µM*
DT40 TDP1 CPT | 2% | ? | 0%&-3%&16% | ? | 18% | 9.4µM* | ? | 8.2µM*
TDP1 block | 1% | nt | 9%[56.1 µM] | 7% | 4% | 14%[56.1 µM] | nt | 8%

#41 c1ccc(C(OCCN2CCN(c3ncccn3)CC2)c2ccccc2)cc1
#42 C[C@@H]1O[C@@H](O[C@@H]2C=C3CC[C@@H]4C(CC[C@]5(C)[C@@H](c6ccc(=O)oc6)CC[C@]45O)[C@@]3(C)CC2)[C@H](O)[C@H](O)[C@H]1O (stereo partly specified)
#43 COc1ccc(CN2Cc3cc(-c4cccc(F)c4)ccc3-n3nncc3C2)cc1
#44 COc1ccccc1CN1CCN(C(=O)COc2ccccc2)CC1
#45 N#CC1=C(N)Oc2c(c(=O)oc3ccccc23)C1c1ccc(OC(=O)N2CCOCC2)cc1 (stereo unspecified)
#46 CC(N=Cc1c(O)[nH]c(=O)[nH]c1=O)c1ccccc1 (stereo unspecified)
#47 CN(C)c1c([N+](=O)[O-])cc(N2C(=O)C=CC2=O)cc1[N+](=O)[O-]
#48 N[C@H](CP(=O)(O)O)C(=O)O

Compound | 41 | 42 | 43 | 44 | 45 | 46 | 47 | 48
TDP1 cell noCPT | ? | 0.16µM* | ? | -10% | -5% | ? | 1.3µM* | -3%
DT40 TDP1 CPT | ? | 0.16µM* | -17% | -10% | -16% | -13% | 1.3µM* | 21%
TDP1 block | nt | 0% | nt | -3% | -4% | -2% | nt | -5%

#49 CCc1ccc(NC(=O)c2ccc3oc(=O)n(Cc4ccccc4)c3c2)cc1
#50 Cc1cc(C)cc(-n2c(O)c(C=Nc3ccc(N4CCOCC4)cc3)c(=O)[nH]c2=S)c1
#51 CS(=O)(=O)NNP(=O)(NNS(C)(=O)=O)NC(=O)c1ccccc1
#52 COc1cc(C=C2C(=O)NC(=O)NC2=O)cc(OC)c1OC
#53 Cc1c(C(=O)C(=O)N2CCC3(CC2)OCCO3)c2ccccc2n1C
#54 Fc1ccc(CCNCc2ccc(Br)cc2)cc1
#55 CCOC(=O)C1C(=O)N(C)C2(C)CC1c1cc(OC)ccc1O2 (stereo unspecified)
#56 O=C(Nc1ccccc1Cl)OC1CN2CCC1CC2 (stereo unspecified)

Compound | 49 | 50 | 51 | 52 | 53 | 54 | 55 | 56
TDP1 cell noCPT | 18µM* | -7% | -2% | -1% | -2% | ? | -10% | ?
DT40 TDP1 CPT | ? | 1% | -4% | -3% | 17% | ? | 10% | -15%
TDP1 block | 1% | 3% | 5% | nt | 6% | -4% | 4% | 5%

Another view of some results above:
The line under a structure holds: TDP1 cell noCPT, DT40 TDP1 CPT, TDP1 block
12: COc1ccc(-c2cc(=Nc3ccccc3)c3cc(C)ccc3o2)cc1
  ?, ?, 0%
13: CC(=O)OC1CN2CCC1CC2 (stereo unspecified)
  -6%, 0%, 6%
14: Cc1ccc(-c2nc3ccccc3c(=O)n2-c2ccc(Br)cn2)cc1
  -24%, ?, 1%
15: Nc1ccc(Cl)c(Cl)c1
  -13%, 6%, 6%
16: COc1cc(NC(=O)c2ccco2)ccc1NC(=O)c1ccccc1Cl
  ?, 4%, 2%
17: CCCCn1c(O)c(C(CC)=NCCN2CCCCC2)c(=O)[nH]c1=O
  -11%, -7%, 8%
18: O=c1oc2ccccc2c(O)c1C(c1ccc([N+](=O)[O-])cc1)c1c(O)c2ccccc2oc1=O
  -5%, ?, 7%

The main list resumes, repeating the two entries before the break.
#55 CCOC(=O)C1C(=O)N(C)C2(C)CC1c1cc(OC)ccc1O2 (stereo unspecified)
#56 O=C(Nc1ccccc1Cl)OC1CN2CCC1CC2 (stereo unspecified)
#57 CCOc1ccc(CCNC(=O)c2cc3c(-c4ccc(OC)c(OC)c4)nn(C)c3s2)cc1OCC
#58 C/C=C(\C)C(=O)OC1CC(OC(C)=O)[C@@]2(C(=O)OC)COC3C2[C@@]12CO[C@](O)(C(=O)OC)C2[C@](C)(C12OC1(C)C1CC2OC2OC=C[C@]21O)C3O (stereo partly specified)
#59 CNc1ccccc1C(=O)O
#60 Cc1ccsc1C(=O)C1CCCN(Cc2sc(N(C)C)nc2Cl)C1 (stereo unspecified)
#61 Cc1cc(OCC(=O)NCc2ccncc2)c2c3c(c(=O)oc2c1)CCCC3
#62 COC(=O)C1=C(c2cccc(OCc3ccccc3)c2)C[C@@H]2CC[C@H]1N2C(=O)NCc1ccc(F)cc1
#63 CCN(CC)C(=O)c1ccc(NC(=O)C2=C(C)OCCS2)cc1
#64 O=C1NC(=O)N(CCc2ccc(F)cc2)C(=O)/C1=C/C=C/c1ccccc1

Compound | 55 | 56 | 57 | 58 | 59 | 60 | 61 | 62 | 63 | 64
TDP1 cell noCPT | -10% | ? | 3.7µM* | -6% | 1% | ? | ? | ? | -8% | 6.5µM*
DT40 TDP1 CPT | 10% | -15% | 4.1µM* | 9% | -9% | ? | ? | ? | -6% | 3.3µM*
TDP1 block | 4% | 5% | 2% | 5%[56.1 µM] | 12%[56.1 µM] | 4% | 8% | 0% | nt | 4%

#65 CCCCCCn1c(O)c(C=NCCN2CCCCC2)c(=O)[nH]c1=O
#66 CC(=O)NC(Cc1ccc(N(CCCl)CCCl)cc1)C(=O)NC(CC(C)C)C(=O)O (stereo unspecified)
#67 COc1ccc(OC)c(C(Nc2ccccc2)P(=O)(OC(C)C)OC(C)C)c1 (stereo unspecified)
#68 CC(C)[C@]1(NC(=O)[C@@H]2C=C3c4cccc5[nH]cc(c45)C[C@H]3N(C)C2)O[C@@]2(O)C3CCCN3C(=O)[C@H](Cc3ccccc3)N2C1=O (stereo partly specified)
#69 CC1(C)N(O)C(c2ccc(C(=O)O)cc2)=[N+]([O-])C1(C)C
#70 O=[N+]([O-])c1cc(O)c(O)c([N+](=O)[O-])c1
#71 O=C(C[N+]12CCC(CC1)C(CO)C2)c1ccc([N+](=O)[O-])cc1 (stereo unspecified)
#72 COC(=O)C1=C(c2ccc(-c3ccccc3)c(F)c2)C[C@@H]2CC[C@H]1N2C(=O)NC(C)C
#73 O=C1NC(=O)N(c2ccccc2)C(=O)/C1=C\C=C\c1ccccc1
#74 CN1CC=C2C(C#N)=C(N)C(C#N)(C#N)C(c3ccncc3)C2C1 (stereo unspecified)

Compound | 65 | 66 | 67 | 68 | 69 | 70 | 71 | 72 | 73 | 74
TDP1 cell noCPT | -5% | 15µM* | 16µM* | ? | -13% | ? | ? | 18µM* | 2.6µM* | ?
DT40 TDP1 CPT | 1% | ? | ? | ? | 9% | ? | -29% | 13µM* | 2.1µM* | ?
TDP1 block | 2% | -5% | 1% | 18%[56.1 µM] | 10%[56.1 µM] | 7% | 2% | 1% | 3% | 2%

Screens from PubChem BioAssay.
